LRH-1 inv ag = inverse agonists of human LRH-1 (NR5A2) | O00482 | HEK293T StAR-luciferase reporter, LRH-1 transfected, 24 h | inhibition, % at 3.6 µM | 360,000 tested, 0.13% active;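 active = inhibition above the mean inhibition of all tested compounds plus 3 SD, cut at about 73% in these data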;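 note: 0% = DMSO wells and 100% = reporter-only cells lacking LRH-1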
Target sequence (O00482 whole entry, looked up): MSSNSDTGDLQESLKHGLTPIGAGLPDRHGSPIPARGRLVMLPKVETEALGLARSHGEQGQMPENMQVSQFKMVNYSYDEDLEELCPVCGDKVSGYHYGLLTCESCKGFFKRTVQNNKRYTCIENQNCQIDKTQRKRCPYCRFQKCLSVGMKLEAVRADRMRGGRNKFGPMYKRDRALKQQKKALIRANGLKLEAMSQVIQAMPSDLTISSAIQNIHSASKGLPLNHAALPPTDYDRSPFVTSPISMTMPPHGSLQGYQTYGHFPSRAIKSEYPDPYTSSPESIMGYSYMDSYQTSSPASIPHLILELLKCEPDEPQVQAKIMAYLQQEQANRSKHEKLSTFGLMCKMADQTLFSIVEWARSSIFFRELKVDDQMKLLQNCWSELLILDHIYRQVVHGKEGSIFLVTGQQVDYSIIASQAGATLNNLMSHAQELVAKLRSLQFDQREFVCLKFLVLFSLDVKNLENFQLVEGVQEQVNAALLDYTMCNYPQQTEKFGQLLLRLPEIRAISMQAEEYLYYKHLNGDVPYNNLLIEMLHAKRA
TWEAK-Fn14 inh = TWEAK-Fn14 signaling inhibition; 360,000 tested, 2% active; TWEAK-stimulated Fn14 reporter cells, luciferase luminescence, 8 h; inhibition, % at 10 µM; in the data active = inhibition above about 50%
Shn3 inh set2 = Schnurri-3 reporter inhibition in Clone20 osteoblasts | Clone20 osteoblast Shn3 3'UTR firefly luciferase, 24 h | 360,000 tested, 0.52% active | inhibition, % at 12.5 µM | AID 588674;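 active = mean inhibition of at least 75% with every replicate also reaching 75%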;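 note: 0% = median of neutral control wells and 100% = pilot-screen positive control compound; some compounds past the cut are filed as inactive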
EBV LMP1 NFkB = inhibitors of Epstein-Barr LMP1-induced NF-kappaB reporter. LMP1-induced NF-kappaB luciferase reporter cells, luminescence. inhibition, % at 12.5 µM. 350,000 tested, 0.69% active; in the data active = inhibition above about 41%;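 note: 0% = neutral control wells and 100% = reference inhibitor control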
TROY NFkB inh = inhibitors of TROY-dependent NF-kB signaling; inhibition, % at 10 µM; Q293 LMP1-TROYcd NF-kB luciferase reporter, 4 h; 360,000 tested, 0.98% active;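 active = compounds whose plate-normalised and pattern-corrected inhibition of the luciferase reporter signal at the single screening dose is 50% or more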
SRC3 inh = human NCOA3 inhibition; HEK293 GAL4-SRC3 luciferase reporter, luminescence; 360,000 tested, 0.17% active; AID 588352; Q9Y6Q9; inhibition, % at 3.6 µM;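 active = inhibition above a per-campaign cutoff, the mean of all compounds plus 3 SD, cut at about 60% in these data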;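 note: 0% = DMSO-treated cells and 100% = gossypol-treated cells at 36 µM; higher means less SRC3-driven luciferase light from the GAL4 reporter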
TRAIL sens C8 = sensitizes caspase-8 expressing cells to TRAIL. inhibition (viability loss, TRAIL sensitization), % at 10 µM. 360,000 tested, 1% active. NB7+C8 cells + TRAIL, ATPlite viability luminescence;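 active = compounds causing at least 50% loss of cell viability in the single-dose screen, relative to plate controls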
NR2F2 inh = NR2F2 (human) inhibition, primary screen; P24468; HEK293T NGFI-A luciferase reporter, luminescence; inhibition, % at 8.6 µM; 370,000 tested, 0.7% active; AID 686940;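 active = inhibition above a per-plate cutoff, mean inhibition of test wells between control levels plus 3 SD, cut at about 38% in these data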;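 note: cells cotransfected with COUP-TFII expression vector driving the NGFI-A reporter; 0% = median of COUP-TF2 test wells and 100% = reporter-only cells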
Target sequence (P24468 whole entry, looked up): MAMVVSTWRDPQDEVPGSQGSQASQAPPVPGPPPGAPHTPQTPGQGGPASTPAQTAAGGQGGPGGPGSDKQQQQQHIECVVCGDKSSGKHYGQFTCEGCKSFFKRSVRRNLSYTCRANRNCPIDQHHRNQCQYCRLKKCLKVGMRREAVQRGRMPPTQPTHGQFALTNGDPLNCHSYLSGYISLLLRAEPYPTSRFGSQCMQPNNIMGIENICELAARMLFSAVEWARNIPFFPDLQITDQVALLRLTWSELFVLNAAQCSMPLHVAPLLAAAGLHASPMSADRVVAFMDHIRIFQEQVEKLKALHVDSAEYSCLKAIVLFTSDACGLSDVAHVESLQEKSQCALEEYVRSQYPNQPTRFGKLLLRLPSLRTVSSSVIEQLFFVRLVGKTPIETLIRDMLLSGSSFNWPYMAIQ
KKLEB tox = reduces viability of KKLEB cystic fibrosis airway cells; KKLEB CF airway cells viability, ATPlite luminescence, overnight; active compounds read low; cells stimulated with P. aeruginosa culture filtrate; activity change (cytotoxicity), % at 5 µM; 360,000 tested, 0.36% active;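 active = corrected activity change at or below -50% at 5 µM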
NCOA1 inh = human NCOA1 inhibition | inhibition, % at 3.6 µM | HEK293 GAL4-SRC1 luciferase reporter, luminescence | Q15788 | 360,000 tested, 0.12% active;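 active = inhibition above the campaign mean plus 3 SD, with each screening campaign given its own cutoff, cut at about 60% in these data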;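 note: 0% = DMSO treated cells and 100% = gossypol at 36 µM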
CF NFkB inh = inhibitors of cystic fibrosis induced NF-kB | AID 588850 | KKLEB NF-kB-GFP reporter, PAF-induced, GFP fluorescence overnight | inhibition, % at 5 µM | 360,000 tested, 0.86% active;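 active = at least 50% inhibition at 5 µM, scaled per plate between neutral and stimulator controls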;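 note: PAF is a Pseudomonas aeruginosa culture filtrate used as stimulus; plate controls were PAF-stimulated DMSO wells for no effect and unstimulated DMSO wells for full effect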
* = called active by the depositor; nt = not tested or not shown.

SMILES	LRH-1 inv ag	TWEAK-Fn14 inh	Shn3 inh set2	EBV LMP1 NFkB	TROY NFkB inh	SRC3 inh	TRAIL sens C8	NR2F2 inh	KKLEB tox	NCOA1 inh	CF NFkB inh
O=C(O)CCC(=O)N1CCN(c2nc(-c3ccccc3)c3ccccc3n2)CC1	-9	8	11	3	-17	-13	5	-5	-1	-22	-8
O=C(CO/N=C/c1c(Cl)cccc1Cl)NNC(=O)c1cccc(Cl)c1	-7	-7	11	-11	-10	0	-29	14	1	0	1
Cn1c(NCc2ccc(Cl)cc2)nc2ccccc21	-58	-16	-23	-22	-14	-52	31	-61	-2	-72	5
O=c1n(Cc2ccccc2F)c2ccccc2n1Cc1ccccc1F	-8	8	-9	-12	-6	-4	6	1	-5	-4	10
O=C(Cn1nc(-c2ccccc2)ccc1=O)NCc1ccc2c(c1)OCO2	36	9	6	-14	1	10	-12	-11	0	-7	-1
Cc1ccc(-n2c(O)c(C=Nc3ccc(S(=O)(=O)Nc4ncccn4)cc3)c3ccccc3c2=O)cc1C	2	22	-16	6	1	3	-6	1	-8	-4	-18
O=C(c1ccc(Nc2cccc(C(F)(F)F)c2)nc1)N1CCCC1	3	-10	8	3	0	12	6	11	-4	-4	0
Cc1ccccc1OCC(=O)Nc1cccc(S(=O)(=O)NC2=NCCC2)c1	-11	1	-13	6	-17	-48	43	-23	1	-14	0
COc1ccc(CC(NC(C)=O)C(=O)NC2CCN(C(=O)C3CC3)CC2)cc1OC (stereo not drawn)	-20	-7	8	3	26	5	-8	15	1	11	2
CC1CC2(CCCC2)N(C(=O)c2ccccc2)Cc2ccccc21 (stereo not drawn)	-20	-6	20	4	11	20	10	9	8	-15	2
COc1ccc(CNC(=O)CSCc2cccc(Cl)c2)cc1	10	-7	-2	-3	-11	11	3	10	2	0	7
CCCCOCCCNc1ncnc2c1[nH]c1ccccc12	44	60*	83*	15	38	29	27	66*	-3	18	-2
Cc1ccc(NC(=O)C(C)Sc2nnc(C3CC3)n2C2CC2)cc1S(=O)(=O)N1CCOCC1 (stereo not drawn)	9	9	-3	-6	-3	-7	9	-1	5	-4	-6
COc1ccc(CCNC(=O)C2CC3Cn4c(nc5cc(C)c(C)cc54)C3N2C)cc1 (stereo not drawn)	1	10	-23	1	9	9	-13	-2	9	1	-8
CC(=O)O/N=C1\C(=O)N(Cc2ccc(C)cc2)c2ccccc21	-9	-2	5	8	31	0	3	4	10	-17	25
COc1cccc(NC(=O)c2ccc3nc(C)c(N(C)Cc4ccc(NC(C)=O)cc4)n3c2)c1	-11	-34	-3	nt	-22	-19	9	-13	-7	2	7
COCCCNc1nc(-c2ccncc2)nc2ccccc12	24	-4	-10	-31	-21	4	-15	1	-4	-4	-3
Cc1nc(-c2ccccc2)cn(O)c1=O	4	64*	-1	0	6	-1	5	1	-5	3	-1
Cc1cccc2cc(CN(Cc3ccc(F)cc3)C(=O)C(F)(F)F)c3nnnn3c12	17	5	-2	11	0	4	6	3	4	-13	-5
COc1ccccc1NC(=O)N(C1CCCC1)C1CCN(C(C)=O)CC1	-17	-3	7	3	-8	-3	-11	8	3	5	8

Part of the list above, reduced to SRC3 inh, NR2F2 inh and CF NFkB inh.
| Structure | SRC3 inh | NR2F2 inh | CF NFkB inh |
| --- | --- | --- | --- |
| O=C(O)CCC(=O)N1CCN(c2nc(-c3ccccc3)c3ccccc3n2)CC1 | -13 | -5 | -8 |
| O=C(CO/N=C/c1c(Cl)cccc1Cl)NNC(=O)c1cccc(Cl)c1 | 0 | 14 | 1 |

Going on with the list:
SMILES	LRH-1 inv ag	TWEAK-Fn14 inh	Shn3 inh set2	EBV LMP1 NFkB	TROY NFkB inh	SRC3 inh	TRAIL sens C8	NR2F2 inh	KKLEB tox	NCOA1 inh	CF NFkB inh
CC(=O)Nc1ccc(OC(=O)C(CCS(C)(=O)=O)N2C(=O)c3ccccc3C2=O)cc1 (stereo not drawn)	0	-3	-2	4	-4	11	10	-13	8	6	-4
CCOCc1nnc(NC(C)=O)s1	18	7	-3	1	3	20	-6	-1	1	8	-3
COc1ccc(/C=C/C(=O)Nc2ccc(S(=O)(=O)N3CCOCC3)cc2)c(OC)c1	-7	-14	28	-1	-1	-12	-14	14	2	-5	-14
CS(=O)(=O)N1CCC(C(=O)Nc2cccc(Cl)c2Cl)CC1	-10	-1	6	1	-10	-12	-8	-15	0	3	10
CC1(C)NC(=O)N(CNc2cc(Cl)ccc2Cl)C1=O	-1	6	-24	-10	-1	12	-14	20	2	1	-5
CC(C)(C)c1ccc(/C=C/C(=O)N2CCc3ccccc3C2)cc1	-20	25	10	5	-22	-30	-3	10	-11	-10	12
CC1(C)CC(C#N)(N2CCOCC2)CCO1 (stereo not drawn)	-7	23	3	4	-7	5	-7	-1	4	-10	-2
CCCOC(=O)c1ccc(NC(=O)c2nc3nc(C)cc(C)n3n2)cc1	2	7	-7	19	-16	2	12	4	5	16	0
Cc1c(C(=O)OCC(=O)c2c(N)n(CC(C)C)c(=O)n(C)c2=O)oc2ccccc12	12	40	35	16	28	5	21	3	-11	1	4
COC(=O)/C(=C\c1c[nH]c2ccccc12)NC(C)=O	11	-1	-4	-4	-13	11	-5	-3	4	-2	3

A portion from further up, for reference:
SMILES	LRH-1 inv ag	TWEAK-Fn14 inh	Shn3 inh set2	EBV LMP1 NFkB	TROY NFkB inh	SRC3 inh	TRAIL sens C8	NR2F2 inh	KKLEB tox	NCOA1 inh	CF NFkB inh
COCCCNc1nc(-c2ccncc2)nc2ccccc12	24	-4	-10	-31	-21	4	-15	1	-4	-4	-3
Cc1nc(-c2ccccc2)cn(O)c1=O	4	64*	-1	0	6	-1	5	1	-5	3	-1
Cc1cccc2cc(CN(Cc3ccc(F)cc3)C(=O)C(F)(F)F)c3nnnn3c12	17	5	-2	11	0	4	6	3	4	-13	-5
COc1ccccc1NC(=O)N(C1CCCC1)C1CCN(C(C)=O)CC1	-17	-3	7	3	-8	-3	-11	8	3	5	8
CC(=O)Nc1ccc(OC(=O)C(CCS(C)(=O)=O)N2C(=O)c3ccccc3C2=O)cc1 (stereo not drawn)	0	-3	-2	4	-4	11	10	-13	8	6	-4
CCOCc1nnc(NC(C)=O)s1	18	7	-3	1	3	20	-6	-1	1	8	-3
COc1ccc(/C=C/C(=O)Nc2ccc(S(=O)(=O)N3CCOCC3)cc2)c(OC)c1	-7	-14	28	-1	-1	-12	-14	14	2	-5	-14
CS(=O)(=O)N1CCC(C(=O)Nc2cccc(Cl)c2Cl)CC1	-10	-1	6	1	-10	-12	-8	-15	0	3	10
CC1(C)NC(=O)N(CNc2cc(Cl)ccc2Cl)C1=O	-1	6	-24	-10	-1	12	-14	20	2	1	-5
CC(C)(C)c1ccc(/C=C/C(=O)N2CCc3ccccc3C2)cc1	-20	25	10	5	-22	-30	-3	10	-11	-10	12
CC1(C)CC(C#N)(N2CCOCC2)CCO1 (stereo not drawn)	-7	23	3	4	-7	5	-7	-1	4	-10	-2
CCCOC(=O)c1ccc(NC(=O)c2nc3nc(C)cc(C)n3n2)cc1	2	7	-7	19	-16	2	12	4	5	16	0

Carrying on:
SMILES	LRH-1 inv ag	TWEAK-Fn14 inh	Shn3 inh set2	EBV LMP1 NFkB	TROY NFkB inh	SRC3 inh	TRAIL sens C8	NR2F2 inh	KKLEB tox	NCOA1 inh	CF NFkB inh
Cn1c(N)c(C(=O)COC(=O)C(Cc2ccccc2)NC(=O)c2ccccc2)c(=O)n(C)c1=O (stereo not drawn)	7	-13	3	6	1	-11	-5	14	-1	1	10
CCN(CC)c1ccc(NC(=O)CNCc2ccccc2Cl)c(C)c1	8	8	3	-9	-3	1	-21	5	7	5	-11
O=c1[nH]cnc2c1nc(SCc1ccccc1)n2C1OC(CO)C(O)C1O (stereo not drawn)	-1	0	-3	3	2	-2	8	6	-4	-14	-17
CC(C)CC(=O)Nc1ccc(C(=O)COC(=O)Cc2n[nH]c(=O)c3ccccc23)cc1	4	-20	6	4	1	2	4	-31	12	1	19
Cc1ccc(-n2nnc(-c3cccnc3Cl)n2)cc1	-111	31	-119	-45	-22	-88	61*	-67	-15	-115	7
Cn1c(N)c(N=Cc2ccccc2)c(=O)n(C)c1=O	4	20	-9	2	3	-14	-22	16	10	-2	-2
NC(=O)c1sc2nc3c(c(-c4ccco4)c2c1N)CCCC3	4	-17	-8	18	10	38	-5	24	-11	18	65*
COc1ccc(Cc2nc3ccc(C(=O)N(C)CCc4cnn(C)c4)cc3o2)cc1OC	-14	1	43	-2	0	16	4	20	2	-5	18
CSc1ncc(C(=O)Nc2ccccc2C)c(C)n1	-13	3	4	-1	4	7	-3	-2	6	0	1
COc1ccc(CCNC(=O)Cc2ccc(C)cc2)cc1OC	-9	8	-15	-5	-17	21	1	5	8	5	8
CC(C)Cc1nc2oc3c(NCC(C)O)ncnc3c2c2c1CCCC2 (stereo not drawn)	-4	2	2	-2	3	19	-8	11	-35	13	31
COc1cc(Cl)ccc1OCc1cc(C(=O)N2CCCCCCC2)no1	-20	-25	-1	-16	-22	-18	-11	-14	-4	12	-1
Cc1cccc(C(=O)Nc2cccc(-c3cnc4ccccc4n3)c2)c1	2	3	-24	2	-35	0	-3	0	-12	-20	8
COc1ccccc1CN1CCC(n2nccc2NC(=O)c2ccccc2Cl)CC1	-2	-3	-4	0	0	-3	-10	1	4	15	-3
CCCOc1cc(C)c(S(=O)(=O)n2nnc3ccccc32)cc1C	5	6	3	-4	21	10	-2	-10	8	-15	6
FC(F)(F)c1ccccc1Cc1c(-c2cccc(Cl)c2)nc2ccc(Cl)cn12	-50	10	-26	nt	7	-65	22	-9	3	-44	10
Nc1cnnc(N/N=C\c2ccccc2)c1Cl	-97	-13	-24	-3	0	-44	49*	-22	3	-70	0
CCn1c(-c2cc(-c3cccc(OC)c3)nc3ccccc23)n[nH]c1=S	-4	-17	17	0	-6	11	19	1	-5	-12	-9
S=C1NC2(CCCCCC2)N=C1c1ccccc1	-1	0	-5	-25	-13	0	13	1	7	-38	6
COc1ccccc1NC(=O)C1CCCN(S(=O)(=O)c2ccccc2)C1 (stereo not drawn)	5	0	18	-3	-7	7	-20	11	-3	16	6
COc1ccccc1N1CCN(CCC(=O)Nc2cccc(Cl)c2)CC1	19	10	0	7	-20	16	-9	5	-12	10	6
O=C(Nc1ccc(Cl)c(S(=O)(=O)N2CCOCC2)c1)C1CCCC1	-20	8	28	1	-2	17	6	14	5	-1	-24
O=C(O)C1CC(=O)N(Cc2cccs2)C1 (stereo not drawn)	-6	-9	22	-8	-7	10	-35	-13	4	4	-19
O=C(NC(Cc1ccccc1)C(=O)N1CCN(S(=O)(=O)c2ccccc2F)CC1)c1ccccc1 (stereo not drawn)	5	-3	17	-1	4	0	27	15	17	-7	6

Screening data: PubChem BioAssay, several laboratories

Not all compounds are listed; rates above refer to the full screens.
